# Source: PubChem BioAssay (National Center for Advancing Translational Sciences (NCATS))
# USP1 inh – Inhibitors of USP1/UAF1: Primary Screen | AID 743255, 2014 | 0.23% of 390,000 active | recombinant USP1/UAF1, Ub-Rhodamine cleavage fluorescence | Ubiquitin carboxyl-terminal hydrolase 1 (Homo sapiens), O94782 | Potency, µM (doses to about 57.1 µM), without a hit: at the highest dose activity change, negative = inhibition, usual class: inhibitors; further: potency means the concentration at half of the fitted maximal effect; on the % scale 0 is the no-effect control and ±100 the full control effect; nearly all actives have a fitted effect of over 60% in size; inactives centre near -12
#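 USP1/UAF1 complex (1 nM) preincubated 15 min at room temperature with compound, then Ub-Rho substrate (150 nM final) added. Kinetic fluorescence at 480/540 nm over 6 reads at 60 s intervals; 50 mM HEPES pH 7.8, 0.5 mM EDTA, 0.1 mg/ml BSA, 1 mM TCEP, 0.01% Tween-20.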
# mIDH1 inhibitor – qHTS for Inhibitors of mutant isocitrate dehydrogenase 1 (IDH1): qHTS; Isocitrate dehydrogenase [NADP] cytoplasmic (Homo sapiens), O75874; IDH1-R132H enzyme, NADPH consumption, diaphorase/resazurin fluorescence; Potency, µM (series often up to 76.6 µM), for the others: at the highest dose activity change, negative = inhibition, most hits filed as inhibitors; 0.093% of 390,000 active; AID 602179, 2012; further: potency means the concentration at half of the fitted maximal effect; on the % scale 0 is the no-effect control and ±100 the full control effect; nearly all actives have a fitted effect of over 65% in size
#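 IDH1-R132H (0.5 ug/mL dispensed) in pH 7.5 Tris buffer was preincubated 30 min with compound, then given a substrate mix of 0.016 mM NADPH and 2 mM alpha-KG for 80 min at room temperature; remaining NADPH was read by diaphorase/resazurin fluorescence.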
# RXFP1 agonist – qHTS Assay for Agonists of the Relaxin Receptor RXFP1 | Potency, µM (series often up to 57.5 µM), inactives show at the top dose activation, actives largely listed as activators | Relaxin receptor 1 (Homo sapiens), Q9HBX9 | 0.3% of 370,000 active | HEK293T-RXFP1 cAMP TR-FRET, 30 min; response scale: percent of porcine relaxin response, buffer zero; further: potency means the concentration at half of the fitted maximal effect; on the % scale 0 is the no-effect control and ±100 the full control effect; nearly all actives have a fitted effect of over 60% in size; many of its hits are not listed in these tables
#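 HEK293 cells stably expressing RXFP1, treated 30 min at 37C with compounds plus PDE4 inhibitor Ro 20174; cAMP measured by HTRF TR-FRET. Normalized to buffer and 29 nM porcine relaxin; EC50 by Hill fit.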
# PI4K2A inh – qHTS for small molecular inhibitors of PI4K2A. Phosphatidylinositol 4-kinase type 2-alpha (Homo sapiens), Q9BTU6. purified PI4K2A, ADP-Glo luminescence, 1 h; active compounds read low. activity change, negative = inhibition, % at 76.9 µM. 0.13% of 420,000 active. AID 1346378, 2018; in the data active means activity change below about -50%; inconclusive means mostly about -30% to -49%;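 further: -100% = wells without enzyme as full effect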
# Target sequence (Q9BTU6 whole entry, looked up): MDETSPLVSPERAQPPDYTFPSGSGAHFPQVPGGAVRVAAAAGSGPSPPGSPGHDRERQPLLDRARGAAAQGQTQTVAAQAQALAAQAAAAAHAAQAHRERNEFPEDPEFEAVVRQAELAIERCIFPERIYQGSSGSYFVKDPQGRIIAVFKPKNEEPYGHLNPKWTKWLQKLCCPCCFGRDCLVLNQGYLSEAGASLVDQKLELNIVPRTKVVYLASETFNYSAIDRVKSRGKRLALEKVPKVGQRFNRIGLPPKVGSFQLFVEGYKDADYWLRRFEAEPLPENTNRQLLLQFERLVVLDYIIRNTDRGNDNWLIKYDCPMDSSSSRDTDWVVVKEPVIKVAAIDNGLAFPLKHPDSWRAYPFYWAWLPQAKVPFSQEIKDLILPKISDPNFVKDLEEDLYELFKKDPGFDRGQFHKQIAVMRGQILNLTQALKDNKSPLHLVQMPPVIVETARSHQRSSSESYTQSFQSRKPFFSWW
#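 Compounds are screened against recombinant PI4K2A using PI as substrate and ATP, the latter dispensed at 300 microM. Reactions run one hour at ambient temperature before ADP-Glo detection; full inhibition defined by wells lacking enzyme.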
# GRP78 ERSR act – qHTS for Inducers of the Endoplasmic Reticulum Stress Response (ERSR) in Human Glioma: qHTS; U87-MG GRP78 promoter luciferase reporter, 16 h; Potency, µM, for inactives: top-dose activation, hits mostly activators; 0.02% of 420,000 active; AID 602332, 2012; further: potency means the concentration at half of the fitted maximal effect; series mostly up to about 76 µM; % of control where 0% means no effect; nearly all actives have a fitted effect of over 35% in size
#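 ERSR induction read as luciferase luminescence (Bright-Glo, 10 min at room temperature) in stably transfected human U87-MG glioma cells exposed to compounds for 16 h, using GRP78 as sensor.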
# Vif-A3F inh – qHTS for Inhibitors of Vif-A3F Interactions: qHTS; HeLa A3F-eYFP + Vif (tagged APOBEC3F with the HIV-1 protein that degrades it), YFP fluorescence increase; 0.2% of 390,000 active; Potency, µM (highest dose often 46.1 µM), without a hit: at the highest dose activity, negative = active; further: potency means the concentration at half of the fitted maximal effect; % of control where 0% means no effect; nearly all actives have a fitted effect of over 65% in size
#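 HeLa cells stably expressing Vif plus C-terminally eYFP-tagged A3F were seeded, incubated overnight at 37 deg C, dosed with compound, incubated overnight again at 37 deg C. Yellow fluorescence (Ex 488/Em 500-530) reported blocked Vif-mediated A3F-eYFP degradation.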
# TrxR1 substrate – qHTS Assay for Substrates of Mammalian Selenoprotein Thioredoxin Reductase 1 (TrxR1): qHTS | Thioredoxin reductase 1, cytoplasmic (Rattus norvegicus), O89049 | purified TrxR1 substrate turnover, NADPH consumption readout | Potency, µM (titrated, usually from 114 µM), without a hit: at the highest dose activity change, negative = substrate turnover | 0.01% of 390,000 active | AID 588456, 2011; further: potency means the concentration at half of the fitted maximal effect; on the % scale 0 is the no-effect control and ±100 the full control effect; nearly all actives have a fitted effect of over 50% in size
# Target sequence (O89049 whole entry, looked up): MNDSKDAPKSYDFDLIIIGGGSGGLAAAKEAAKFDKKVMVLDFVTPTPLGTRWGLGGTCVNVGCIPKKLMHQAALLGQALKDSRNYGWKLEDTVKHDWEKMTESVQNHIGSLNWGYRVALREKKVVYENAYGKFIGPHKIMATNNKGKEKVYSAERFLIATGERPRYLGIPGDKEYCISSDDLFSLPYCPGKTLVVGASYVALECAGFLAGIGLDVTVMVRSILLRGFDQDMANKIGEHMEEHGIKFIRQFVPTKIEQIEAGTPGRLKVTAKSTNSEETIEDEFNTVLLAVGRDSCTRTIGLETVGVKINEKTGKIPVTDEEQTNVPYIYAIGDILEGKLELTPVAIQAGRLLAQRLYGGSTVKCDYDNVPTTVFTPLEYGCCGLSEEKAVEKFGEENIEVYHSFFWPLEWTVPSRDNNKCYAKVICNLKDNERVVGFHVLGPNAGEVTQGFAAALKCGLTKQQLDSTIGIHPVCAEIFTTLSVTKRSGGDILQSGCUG
#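 Rat TrxR1, dispensed at 90 nM, was prereduced with 400 uM NADPH (final) for 5 min at ~22 deg C, then incubated with compound 15 min before 400 uM selenite. A first-read NADPH fluorescence drop versus no-compound background flagged substrates.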
# LDHA inh – qHTS assay for inhibitors of human lactate dehydrogenase; purified LDHA, NADH/diaphorase-resazurin fluorescence; active compounds read low; activity change, % (values are at about 110 or 230 µM); 0.15% of 480,000 active; in the data active means activity change below about -30%; inconclusive means mostly about -25% to -30%;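 further: plate controls were DMSO wells for no effect and wells without enzyme for full effect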
#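 Resorufin fluorescence (ex540/em590), read at 0 and 20 min after diaphorase/resazurin addition, reports the NADH left after a 5 min room-temperature reaction of 2 nM human LDH5 with 0.06 mM NADH and 0.2 mM pyruvate.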
# Vif-APOBEC3G blk – qHTS for Inhibitors of Vif-A3G Interactions: qHTS. DNA dC->dU-editing enzyme APOBEC-3G (Homo sapiens), Q9HC16. Potency, µM (titrated, usually from 46.1 µM), inactives show at the highest dose activity, negative = active, hits mostly inhibitors. HeLa A3G-eYFP + Vif (tagged APOBEC3G with the HIV-1 protein that degrades it), YFP fluorescence, overnight. 0.076% of 410,000 active;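 further: potency means the concentration at half of the fitted maximal effect; on the % scale 0 is the no-effect control and ±100 the full control effect; nearly all actives have a fitted effect of over 60% in size; hits raise eYFP signal because A3G escapes Vif-driven loss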
#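 HeLa cells stably expressing Vif and C-terminally eYFP-tagged A3G, seeded overnight at 37 deg C, then exposed to compound by pintool overnight at 37 deg C. Rise in yellow fluorescence (Ex 488/Em 500-530, Acumen) marks blocked Vif-driven A3G degradation.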
# Numbers without * were called inactive; ? = inconclusive; . = no result given; [ ] = remark or other dose. Unless noted, the call rests on the fitted dose curve; in most records, active means well fitted curve in the direction sought with a large enough effect; inconclusive means small, poorly fitted or top-dose-only effect, or another doubt; inactive means no such curve, though single readings can be large; an effect the other way counts as inactive or inconclusive. A portion of the library; count on the stated rates, not on these rows.
# Results follow in this order: USP1 inh	mIDH1 inhibitor	RXFP1 agonist	PI4K2A inh	GRP78 ERSR act	Vif-A3F inh	TrxR1 substrate	LDHA inh	Vif-APOBEC3G blk
- CCC(=O)N1CCc2cc(Br)cc(S(=O)(=O)CCC(=O)NCc3ccc(Cl)cc3)c21
→ 3%	16%	3.5%	-7	-7%	-5%	3%[2.29 µM]	-1	-3%
- CC(=O)Nc1ccc(NC(=O)C2CCN(C(=O)c3ccc([N+](=O)[O-])cc3)CC2)cc1
→ -16%	7%	-1.9%	-2	-2%	8%	-3%	0	-3%
- CS(=O)(=O)c1ncc(Cl)c(C(=O)N(Cc2ccc(Cl)cc2)Cc2ccco2)n1
→ -22%	0%	-0.7%	2	-12%	2%	12%	5	-25%
- COc1ccc(OC)c(C(O)c2ncc(-c3cccc(C(F)(F)F)c3)[nH]2)c1 (centres undefined)
→ .	.	.	1	-2%	.	.	-2	0%
- CCn1cc(/C=C(\NC(=O)c2ccccc2OC)C(=O)NCCCN2CCOCC2)c2ccccc21
→ -26%	-15%	1.9%	4	0%	4%	0%	0	-9%
- CN1CCN(S(=O)(=O)c2ccc(NC(=S)NC(=O)C3CCCC3)cc2)CC1
→ -17%	5%	-0.4%	5	0%	6%	-5%	-7	-1%
- CCC1(CC)NC(=O)N(CC(=O)Nc2ccc(-n3cnnn3)cc2)C1=O
→ 4%	-3%	.	-1	-2%	-1%	2%	-10	2%
- COc1cccc(C(=O)N/N=C/C(Br)=C/c2ccccc2)c1
→ -20%	12%	-1.7%	-2	-1%	-16%	-7%	-2	?
- Cc1ccc(-c2cccc(NC(=O)C3C(C(=O)O)[C@@H]4C=C[C@H]3C4)c2)o1 (some centres undefined)
→ -14%	8%	0.6%	-10	-1%	-4%	5%	0	-2%
- Cc1ccc(NC(=O)c2ccc(-n3cccn3)c([N+](=O)[O-])c2)cc1C
→ -11%	6%	1.2%	0	-6%	6%	7%	-2	-1%
- CC1(c2ccc(Cl)cc2)NC(=O)N(CC(=O)N2CCc3ccccc3C2)C1=O (centres undefined)
→ -4%	-11%	-2.5%	1	-5%	5%	-5%	-6	-2%
- CN(Cc1ccc2ccccc2c1)C(=O)c1ccc(C(F)(F)F)cc1
→ -20%	-10%	-0.7%	2	-1%	5%	-9%	-2	-1%
- Cc1c(/C=N/NC(=O)c2cc(Br)ccc2O)c(=O)n(C)c(=O)n1C
→ -17%	0%	4.4%	2	-3%	1%	-9%	5	0%
- COc1ccc2c(c1)c(C(O)CN1CCC(Cc3ccccc3)CC1)c(C)n2C (centres undefined)
→ -22%	12%	0.4%	3	-4%	-7%	14%[57.1 µM]	-2	0%
- Cc1ccc(NC(=O)CCc2nc3ccccc3s2)c(O)c1
→ -5%	2%	-1.9%	4	-1%	-4%	1%	-1	0%
- COc1ccc(N(CC(=O)NCC2CCCO2)S(=O)(=O)c2c(C)noc2C)cc1 (centres undefined)
→ -17%	0%	0.4%	2	-3%	7%	-2%[57.1 µM]	0	0%
- C[N+](C)(CCOc1ccccc1)Cc1ccccc1 (tested in a mixture with another compound)
→ -21%	23%	5.9%	-6	-3%	2%	-8%	41	-4%
- O=C(Nc1ccc2c(c1)OCO2)c1cc2nc(C3CC3)cc(C(F)(F)F)n2n1
→ -22%	1%	-0.8%	-7	-2%	-22%	8%	9	-9%
- CCOC(=O)C1=C(COc2ccccc2)NC(=O)NC1c1cccc([N+](=O)[O-])c1 (centres undefined)
→ ?	1%	1.7%	-4	-3%	3%	4%[57.1 µM]	-7	0%
- N#Cc1ccc(NC(=O)CN2C(=O)NC(Cc3ccccc3)C2=O)cc1 (centres undefined)
→ -9%	8%	2.0%	-5	-7%	2%	-1%	-5	2%
- N#CC(=Cc1ccccn1)c1nc(-c2ccc(Cl)cc2)cs1
→ 22%	6%	.	5	-2%	?	.	-3	5.6µM*
- O=C(O)c1ccc2c(c1)ncn2C1CCCCC1
→ 9%	-1%	-0.9%	-2	-3%	-6%	5%	1	-3%
- COc1ccc(-c2cc(C(=O)Nc3ccc(F)cc3F)no2)cc1
→ -30%	12%	6.5%	-1	18%	-25%	3%	-3	-2%
- Cc1ccc(NC(=O)Cn2cc(S(=O)(=O)c3ccc(C)cc3)c(=O)c3cc(F)ccc32)cc1
→ -20%	9%	?	0	-4%	1%	1%[57.1 µM]	-4	-4%
- C[C@@H]1CN([C@H](C)CO)C(=O)c2cc(Br)cnc2O[C@H]1CN(C)Cc1cccnc1
→ -20%	-3%	.	4	-2%	-2%	.	-1	1%
- COc1ccc(NC(=O)c2ccc3c(c2)OCCO3)cc1OC
→ ?	18%	-2.8%	3	-4%	-3%	4%[57.1 µM]	-12	0%
- O=C(/C=C/c1ccccc1)Nc1ccc(N2CCCCC2)cc1
→ -19%	4%	-1.1%	-7	1%	7%	4%	3	-1%
- O=C(N/N=C/c1cccnc1)C(O)(c1ccccc1)c1ccccc1
→ -16%	-6%	0.9%	3	-1%	-5%	-3%[57.1 µM]	-4	1%
- CC1(C(=O)N2CC3(CC(c4cccc(NC(=O)COc5ccc(Cl)cc5)c4)=NO3)C[C@@H]2C(N)=O)CC1 (some centres undefined)
→ -18%	-10%	0.5%	-2	-2%	4%	5%[57.1 µM]	-2	0%
- O=C(O)CSc1c(Cl)c(=O)oc2ccc(Cl)cc12
→ -12%	3%	.	-2	-3%	-9%	.	-2	0%
- O=C(NCc1cccnc1)C1CC(c2ccc(Cl)c(Cl)c2)=NO1 (centres undefined)
→ -11%	-9%	0.8%	1	-1%	-6%	-4%	0	-27%
- Cc1ncc(CN=Cc2ccc(Cl)cc2)c(N)n1
→ -28%	3%	3.2%	-1	-4%	0%	6%	-4	1%
- Cc1ccc(N2CC(C(=O)N/N=C/c3c(F)cccc3Cl)CC2=O)cc1 (centres undefined)
→ -8%	6%	-1.8%	5	-2%	1%	-11%	-3	-12%
- CCCc1cc(C(=O)Nc2cc(OC)c(Cl)cc2OC)no1
→ -24%	-2%	-0.4%	-3	1%	-10%	9%[57.1 µM]	-6	0%
- COc1ccc(COC(=O)N/C=C/c2ccco2)cc1
→ -23%	-8%	-1.4%	-4	-1%	-14%	2%	2	2%
- COc1ccc(-c2csc(NC(=O)CSCC(=O)Nc3cc(C)on3)n2)cc1OC
→ -7%	1%	-1.7%	-1	3%	?	-6%[57.1 µM]	-3	-1%
- Cc1ccc2nc(-c3cccc(Br)c3)cc(C(=O)Nn3cnnc3)c2c1
→ 0%	14%	-0.1%	2	1%	10%	0%[57.1 µM]	-8	0%
- CC1CN(C(=O)COC(=O)c2cc([N+](=O)[O-])ccc2Cl)CC(C)O1 (centres undefined)
→ -20%	9%	-0.4%	2	-4%	0%	-4%	-1	-6%
- CN(C)c1ccc(/C=C/c2ccnc3ccc(Cl)cc23)cc1
→ .	.	.	.	10%	.	0%	2	-16%
- CC(=O)c1cc(CN2CCN(C3CCCCC3)C(CCO)C2)cs1 (centres undefined)
→ -25%	1%	-1.1%	3	-1%	17%	5%[57.1 µM]	0	-2%
- COc1ccccc1C1CC(c2ccc(Br)cc2)=NN1C(=O)c1cccnc1 (centres undefined)
→ -22%	46µM*	1.3%	1	0%	-6%	-1%	0	-18%
- COc1ccccc1C(=O)Nc1ccc(S(=O)(=O)N2CCc3ccccc32)cc1
→ -7%	2%	3.6%	0	4%	1%	8%	-3	4%
- O=C(Cn1cc(C(F)(F)F)ccc1=O)NC1CCCC1
→ -4%	3%	1.6%	-3	-5%	-6%	1%	0	-3%
- C=CCSc1nc(C)cc(/C=C\c2ccccc2)c1C#N
→ -4%	-3%	0.1%	0	-3%	5%	2%[57.1 µM]	-1	1%
- O=C(CCN1C(=O)S/C(=C\c2ccccc2)C1=O)N1CCOCC1
→ -7%	-7%	.	-7	11%	-1%	-9%	0	-1%
- O=C(Nc1ccc(N2CCOCC2)c(Cl)c1)c1ccc(Br)o1
→ -19%	28%	1.4%	-9	0%	1%	-3%	-2	-7%
- COc1ccc(CCNC(=O)c2ccc(-c3ccc([N+](=O)[O-])cc3Cl)o2)cc1OC
→ -8%	-1%	0.2%	-6	-2%	-5%	-14%	-9	1%
- O=C(CN1C(=O)NC2(CCCC2)C1=O)Nc1ccc(F)c([N+](=O)[O-])c1
→ -5%	30%	-0.5%	-9	2%	1%	20%	-6	0%
